CYP2C19 act – cytochrome P450 2C19 (human) activation; P33261; recombinant CYP2C19, luciferin-H EGE luminescence; active compounds read high; 0 = fully inhibited enzyme, 1 = untreated enzyme; activation factor at 5 µM; 96,000 tested, under 10 active; AID 1025;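 active means activation factor of at least 2 at 5 µM in the primary screen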;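 further: 0 = wells with 2.5 mM tranylcypromine and 1 = vehicle-only wells; values of inactives mirror those of a sister screen read the other way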
DAT uptake mod – changed human dopamine transporter uptake under cocaine IC80 | LLC-PK1 hDAT cells, [14C]-dopamine uptake with cocaine IC80; actives deviate in either direction | Q01959 | 110,000 tested, 1.3% active | B-score at 10 µM;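 active means Z score or B-score, a plate-position-corrected score, falls beyond the plate's 99.7% confidence bounds, in either direction; inactive means both scores lie inside the 99.7% bounds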;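 further: scored against the spread of the other compound wells on the same plate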
Target sequence (Q01959 whole entry, looked up): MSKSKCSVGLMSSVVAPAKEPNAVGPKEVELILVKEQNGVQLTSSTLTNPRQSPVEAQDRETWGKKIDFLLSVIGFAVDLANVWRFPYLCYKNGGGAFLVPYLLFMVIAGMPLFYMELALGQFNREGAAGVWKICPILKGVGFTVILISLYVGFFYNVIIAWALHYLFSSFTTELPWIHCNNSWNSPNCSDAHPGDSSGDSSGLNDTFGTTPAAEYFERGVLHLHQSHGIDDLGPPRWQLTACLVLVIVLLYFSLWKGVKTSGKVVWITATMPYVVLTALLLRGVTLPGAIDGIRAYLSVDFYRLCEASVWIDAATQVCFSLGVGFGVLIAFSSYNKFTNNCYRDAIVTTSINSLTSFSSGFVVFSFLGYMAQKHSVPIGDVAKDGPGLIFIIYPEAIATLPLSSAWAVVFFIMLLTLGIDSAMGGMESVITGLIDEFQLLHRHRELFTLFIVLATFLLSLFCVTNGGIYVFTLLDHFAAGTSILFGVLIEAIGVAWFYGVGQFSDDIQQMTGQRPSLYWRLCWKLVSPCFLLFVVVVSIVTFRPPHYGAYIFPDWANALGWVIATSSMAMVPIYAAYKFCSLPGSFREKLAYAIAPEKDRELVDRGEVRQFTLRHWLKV
VCAM1 TNFa inh – reduces TNF alpha induced VCAM1 expression in HUVEC; AID 802; HUVEC TNFa-induced VCAM-1 immunofluorescence, high-content imaging; 95,000 tested, 0.48% active; inhibition, % at 2 µM;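 active means inhibition above the batch mean plus 3 SD, with images confirmed as a hit by eye, cut at about 37% in these data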;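 further: 0% = TNF-stimulated DMSO wells and 100% = unstimulated control wells; not every result past the cut was called active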
Candida biofilm – kills Candida albicans biofilms. C. albicans biofilm + clotrimazole, Alamar Blue. inhibition, % at 6 µM. 85,000 tested, 0.14% active. AID 834;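 active means inhibition above 20%; inactive means inhibition below 20%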;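 further: preformed 24 hr biofilms exposed to compound for 48 hr; 0% = biofilm without compound and 100% = blank killed by clotrimazole plus chlorhexidine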
CYP2C19 inh – inhibitors of human CYP2C19; P33261; CYP2C19 Supersomes, luciferin-H EGE luminescence, 30 min; inhibition, % at 5 µM; 96,000 tested, 21% active;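 active means CYP2C19 inhibition above a set limit at 5 µM in the primary screen, cut at about 50% in these data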;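 further: plate controls were negative control wells for no effect and 2.5 mM tranylcypromine positive control for full effect; values of inactives mirror those of a sister screen read the other way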
CYP2C9 activ – increases human cytochrome P450 2C9 activity; recombinant CYP2C9, luciferin-H conversion, luminescence; active compounds read high; factor 1 = untreated enzyme, 0 = blocked; activation factor at 5 µM; 96,000 tested, 1.4% active;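 active means activation factor of 2 or more for CYP2C9 at a 5 µM dose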;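 further: 0 = sulfaphenazole-blocked wells and 1 = vehicle-only wells; values of inactives mirror those of a sister screen read the other way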
HUVEC tox IL1B – HUVEC cytotoxicity counter-screen, IL-1B stimulated; 94,000 tested, 0.41% active; AID 845; cell count reduction, % at 2 µM; HUVEC cell count loss, Hoechst imaging;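 active means cell count reduction more than 3 SD above the screen-wide mean, cut at about 70% in these data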;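 further: normalized per plate to untreated control cells as the no-loss baseline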
TNFa cytotox – HUVEC cytotoxicity counter-screen, TNF alpha stimulated; HUVEC TNFalpha-stimulated, Hoechst cell count, imaging; cell count reduction, % at 2 µM; 93,000 tested, 0.17% active; AID 848;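 active means cell count reduction exceeding the screen mean by over 5 SD, scaled to untreated wells per plate, cut at about 78% in these data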;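 further: cells counted after 24 h of TNF alpha exposure following the 1 h pretreatment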
CYP2C9 inh – human CYP2C9 inhibition; CYP2C9 Supersomes, luciferin-H conversion, luminescence; inhibition, % at 5 µM; 96,000 tested, 20% active; AID 777;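 active means blocking of liver enzyme CYP2C9 beyond about 50% at 5 µM, limit read from the data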; further: values of inactives mirror those of a sister screen read the other way
Numbers without * were called inactive; . = not tested or not shown. No enrichment for hits; about 29% have a hit in one of these screens.

No.	structure	CYP2C19 act	DAT uptake mod	VCAM1 TNFa inh	Candida biofilm	CYP2C19 inh	CYP2C9 activ	HUVEC tox IL1B	TNFa cytotox	CYP2C9 inh
1	O=C(CN1CCN(c2ncccn2)CC1)NCc1ccccc1	0.4	0.49	-15	5	61*	0.1	-7	2	92*
2	Cc1ccc2[nH]cc(C(=O)CN3CCOCC3)c2c1	0.8	-0.82	2	3	17	0.9	-13	-9	8
3	O=C(Nn1c(-c2ccccc2)nc2ccccc2c1=O)c1ccco1	0.9	0.027	-1	5	13	0.8	6	-29	20
4	CC(Oc1ccccc1)C(=O)Nc1ccc(S(=O)(=O)NCC2CCCO2)cc1 (stereo unspecified)	1.1	-0.25	6	1	-12	0.6	-9	-1	45
5	CCCCC(=O)N1CCCC(c2nc3c(nnn3Cc3cc(C)ccc3C)c(=O)[nH]2)C1 (stereo unspecified)	0.3	1.5	-9	7	67*	0.1	-33	-18	87*
6	CCOC(=O)C(C)C1(O)c2ccccc2-c2ncccc21 (stereo unspecified)	0.7	-0.94	-1	.	26	1	-3	-7	-3
7	O=C(O)C1CC(=O)N(c2ccc(OCc3ccccc3Cl)cc2)C1 (stereo unspecified)	1.1	-0.47	19	2	-15	1.1	-4	-9	-5
8	O=C(CCS(=O)(=O)Cc1ccccc1)NC1CCCCC1	1	0.88	-8	6	-1	0.7	-8	-10	30
9	O=C1CCCN1CCCN1C(=O)N[C@@H](Cc2ccccc2)C1=O	1.1	-0.43	3	-2	-11	1.1	-21	-12	-8
10	CCOC(=O)C(=O)Nc1ccccc1C(=O)Nc1ccc(OC)cc1	0.6	0.71	25	3	37	0.5	11	3	52*
11	CON/C=C(\C=Nc1ccccc1)c1ncc(C(F)(F)F)cc1Cl	0.6	-0.026	7	.	37	1.1	-4	-3	-14
12	CC1=CC(C)(C)N(C)C(=O)N1c1ccc(Cl)cc1	1	0.23	4	7	5	1.1	-16	13	-9
13	O=C(O)CSC(C(=O)Nc1ccc(C(F)(F)F)cc1)c1ccccc1 (stereo unspecified)	1	1.1	6	.	-5	0.9	8	-12	11
14	O=C1CCc2cc(S(=O)(=O)N3CCCC3C(=O)NC3CCCCCCC3)ccc2N1 (stereo unspecified)	0.8	0.75	14	0	20	0.2	-15	-39	81*
15	CCOC(=O)C(CC)(CC)/C(C)=N/NC(=O)CC#N	0.3	-1.5	18	3	72*	0.8	1	8	20

The results go on.
No.	structure	CYP2C19 act	DAT uptake mod	VCAM1 TNFa inh	Candida biofilm	CYP2C19 inh	CYP2C9 activ	HUVEC tox IL1B	TNFa cytotox	CYP2C9 inh
16	O=C(CCCNS(=O)(=O)c1cccc2nsnc12)N1CCCCC1	0.8	1.4	-14	-1	23	0.9	-1	-15	8
17	Cc1ccccc1-c1nc(Cc2ccccc2)no1	0.8	-0.047	-9	.	17	0.9	25	-13	9
18	CCN1C(=O)/C(=C2\SC(=S)N(CCCOC)C2=O)c2ccccc21	1	-0.046	0	9	3	0.5	-155	-1	52*
19	O=C(CSc1nnc(-c2ccccn2)n1Cc1ccco1)c1ccc(Cl)cc1	0.7	-0.28	1	2	27	0.3	7	-6	71*
20	CCN1CCCC1CNC(=O)Cn1cnc2ccc(S(=O)(=O)N3CCC(C)CC3)cc2c1=O (stereo unspecified)	1	0.35	14	13	-1	0.9	-38	-48	7
21	COc1ccc(OC)c(NC(=O)CCNS(=O)(=O)c2cccs2)c1	.	0.087	5	9	.	.	9	9	.
22	Cc1ccn2c(C(=O)CSc3ccccc3Cl)c(C)nc2c1	0.9	0.46	3	.	8	0.9	4	-8	13
23	CC(=O)Nc1ccc(-n2c(C)nc(=O)c(-c3ccccc3)c2C)cc1	1.1	0.24	.	2	-7	1.1	.	.	-13
24	S=C(NCc1ccccn1)Nc1cccc(Cl)c1	0.4	-1.2	-6	.	57*	1.1	-12	-23	-12
25	C=CCSc1nnc2c(n1)OC=Nc1ccccc1-2	0.5	0.52	-17	3	49	0.8	91*	-16	20
26	O=[n+]1c2c(n([O-])c3cc(F)c(N4CCCC4)cc31)CCC2	.	-0.23	14	5	.	.	-2	-7	.
27	CSc1ccc(-c2c(C#N)c(N)nc3c2c(C)nn3-c2ccccc2)cc1	1	0.44	.	7	4	0.8	-9	.	17
28	Cc1nn(-c2cccc(Cl)c2)c2nc(-c3ccco3)cc(C(=O)O)c12	1.1	1.1	-16	.	-5	0.1	1	6	90*
29	Cc1ccc(-n2nnc3c(SCC(=O)NCC4CCCO4)ncnc32)cc1 (stereo unspecified)	0.6	-0.073	19	6	45	0.4	-15	-8	64*
30	COC(=O)c1ccc(C(=O)OC)c(NC(=O)CN2CCN(c3ccccc3OC)CC2)c1	0.8	0.82	-72	.	20	0.8	-20	-4	17

(further entries)
No.	structure	CYP2C19 act	DAT uptake mod	VCAM1 TNFa inh	Candida biofilm	CYP2C19 inh	CYP2C9 activ	HUVEC tox IL1B	TNFa cytotox	CYP2C9 inh
31	CCc1c(C(=O)N2CCOCC2)csc1C	1	-1.2	7	0	4	1.1	91*	-1	-7
32	Cc1oc2ncnc(N)c2c1C	1	1.1	-1	-2	-3	1	-12	-20	3
33	O=C(CN(C(=O)c1ccc(Cl)cc1)N1C(=O)C2CCCCC2C1=O)c1ccc(Cl)cc1 (stereo unspecified)	0.9	-0.14	9	-5	6	0.9	-21	6	8
34	CCOc1c2ccc(C(=O)NC3CCCc4ccccc43)cc2nn1CC (stereo unspecified)	0.7	1.2	15	.	30	0.9	-1	3	5
35	Cc1ccc(-c2cc(-c3ccc(F)cc3)nc(N)c2C#N)o1	0.6	0.36	-8	1	39	0.5	12	-14	52*
36	N#Cc1c(N)nc2c(c1-c1ccco1)CCCCC2	.	-0.95	3	.	.	.	29	-14	.
37	O=C(CSC1=NCCS1)Nc1cccc2ccccc12	0.8	.	-2	7	20	1	8	.	3
38	Nc1cc(Cl)ccc1C(=O)OCC(=O)NC1CCS(=O)(=O)C1 (stereo unspecified)	0.8	-1.2	1	3	24	1.1	-8	-13	-9
39	CCOc1ccc(NC(=O)c2ccc(S(=O)(=O)N(C)C)cc2)cc1	1	-0.5	.	3	1	1.2	.	.	-19
40	COc1ccc(-c2n[nH]c(C)c2-c2cnn(-c3ccccc3)c2)c(O)c1	.	1.7	-2	4	.	.	-36	-15	.
41	O=C(CN1C2=NCCN2c2ccccc21)C12CC3CC(CC(C3)C1)C2	0.7	-0.33	-21	4	31	0.7	50	28	26
42	C=CCOc1ccc(Cl)cc1CNCCCN1CCOCC1	0.9	-0.48	6	.	6	0.9	6	-4	9
43	O=C1CC(N(O)C2CC(=O)N(Cc3ccccc3)C2=O)C(=O)N1Cc1ccccc1 (stereo unspecified)	0.8	0.091	.	6	17	0.9	.	.	11
44	O=C(Cn1nc(-c2ccccc2)ccc1=O)NCCN1CCN(Cc2ccccc2)CC1	0.2	-1.2	7	11	84*	0.9	3	-10	8
45	COc1cccc(OC)c1NC(=O)Cc1nn(C)c(=O)c2ccccc12	0.7	-0.00034	7	9	34	0.8	-16	-39	17

An excerpt from above, reduced to HUVEC tox IL1B and VCAM1 TNFa inh.
item	smiles	HUVEC tox IL1B	VCAM1 TNFa inh
37	O=C(CSC1=NCCS1)Nc1cccc2ccccc12	8	-2
33	O=C(CN(C(=O)c1ccc(Cl)cc1)N1C(=O)C2CCCCC2C1=O)c1ccc(Cl)cc1 (stereo unspecified)	-21	9

Further compounds:
No.	structure	CYP2C19 act	DAT uptake mod	VCAM1 TNFa inh	Candida biofilm	CYP2C19 inh	CYP2C9 activ	HUVEC tox IL1B	TNFa cytotox	CYP2C9 inh
46	COCC(=O)NCc1ccc2c(c1)OCO2	1.1	0.54	-35	.	-12	1.1	-9	-6	-7
47	Cc1nc2nc[nH]c2cc1Br	0.9	-0.22	.	9	10	1.1	.	.	-5
48	CNc1c([N+](=O)[O-])cnn1-c1ccc(Cl)cc1	0.6	-0.46	7	.	42	0.8	-46	-12	17
49	O=C1CCCC/C1=C/Nc1ccc(S(=O)(=O)Nc2ncccn2)cc1	1.2	0.48	-15	.	-17	1.2	9	-6	-16
50	COc1cccc(-n2nnnc2SCC(=O)NCCc2ccccc2)c1	0.1	0.21	-3	2	93*	0.9	-26	10	13
51	O=C(Cn1cnc2ccccc2c1=O)NCc1ccc2c(c1)OCO2	0.9	-0.073	6	6	6	0.9	10	10	8
52	COc1ccc(OC)c(NC(=O)NCc2ccc(F)cc2)c1	0	0.88	-9	8	99*	0.7	-8	-37	28
53	COc1ccc(-c2csc(NCc3ccco3)n2)cc1C	0.2	-0.98	.	-3	81*	0.4	.	.	62*
54	CCn1c(=O)cc(OCC(=O)Nc2ccc3c(c2)OCCO3)c2ccccc21	1	1.1	.	-2	-2	0.9	.	.	5
55	OCCN(CCO)Cc1ccc(Br)cc1	0.8	0.81	24	4	19	1	.	-15	0
56	Cc1cc(C(F)(F)F)nn1C(=O)c1cccnc1Cl	1	-0.12	5	3	5	1	-62	0	-3
57	C(=N\n1cnnc1)/c1ccccn1	1.2	0.54	19	2	-16	1.1	.	-20	-5
58	COc1ccc(-n2c(C)csc2=S)cc1	.	-0.16	-5	-2	.	.	-32	0	.
59	CNC(=O)c1ccc(-c2ccccc2)s1	0.8	0.14	15	12	23	0.9	-19	-6	12
60	Nc1ccc2oc3ccc(N)cc3c(=O)c2c1	0.7	0.0076	-10	4	27	0.6	14	6	42

The results go on:
No.	structure	CYP2C19 act	DAT uptake mod	VCAM1 TNFa inh	Candida biofilm	CYP2C19 inh	CYP2C9 activ	HUVEC tox IL1B	TNFa cytotox	CYP2C9 inh
61	Cc1ccc(C)c(N2CCN(C(=O)C3CCN(c4nnc(N5CCCC5=O)s4)CC3)CC2)c1	0.7	.	-4	1	30	0.6	24	-5	36
62	CCC1(C)Cc2c(sc3nc(SCC(=O)O)[nH]c(=O)c23)CO1 (stereo unspecified)	0.9	-0.2	2	7	10	1	-31	-24	-2
63	Cc1ccc(-n2nnnc2SCC(=O)c2c(N)n(CC(C)C)c(=O)n(C)c2=O)cc1	0.8	-0.58	11	8	22	0.8	-9	-22	19
64	Cc1cc2oc(C(=O)Nc3c(C)n(C)n(-c4ccccc4)c3=O)c(C)c2cc1C	.	0.39	9	4	.	.	-41	-11	.
65	COc1cc(C(=O)Nc2cc(-c3ccccc3)[nH]n2)cc(OC)c1OC	1.1	-0.0094	.	9	-7	1	.	.	-2
66	Cc1ccc(-c2cc(C(=O)Nc3cccnc3)c3ccccc3n2)o1	0.5	0.023	-2	4	47	0.7	-21	-12	31
